# Screening data (PubChem)
# PI4K2A inh – PI4K2A (human) kinase inhibition | Q9BTU6 | purified PI4K2A, ADP-Glo luminescence, 1 h; stronger effect = lower value | activity change, negative = inhibition, % at 76.9 µM | actives 0.13% (n = 420,000) | AID 1346378; in the data active = activity change below about -50%; inconclusive = mostly about -30% to -49%;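 note: -100% = wells without enzyme as full effect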
#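 ADP-Glo luminescence measured ADP generated by PI4K2A enzyme (4 ug/mL before mixing) with 1.2 mM PI substrate (pre-mix) and 300 microM ATP (pre-mix). Tris pH7.5 buffer with MgCl2, Triton X-100; 1 h reaction at ambient temperature.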
# HP1b binding inh – inhibitors of HP1-beta chromodomain binding to methylated histone tails. actives 0.56% (n = 390,000). Potency, µM (series often up to 114 µM), inactives show top-dose activity change, negative = inhibition, most hits filed as inhibitors. AID 540317. AlphaScreen HP1-beta / biotin-H3K9me3 peptide binding. P83916; note: potency is the fitted concentration of half-maximal effect; nearly all actives have a fitted effect of over 70% in size; inactives centre near 23
# Target sequence (P83916 whole entry, looked up): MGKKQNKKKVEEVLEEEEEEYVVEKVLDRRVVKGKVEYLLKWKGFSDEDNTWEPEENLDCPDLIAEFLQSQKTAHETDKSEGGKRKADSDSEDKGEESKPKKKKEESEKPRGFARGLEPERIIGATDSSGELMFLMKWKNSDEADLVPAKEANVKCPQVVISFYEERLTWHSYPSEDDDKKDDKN
#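 Compound inhibition of the preformed complex between 50 nM HP1-beta and 50 nM biotinylated H3K9me3 peptide was read by AlphaScreen. Buffer was PBS pH 7.4 with 0.01% Tween-20. Incubations ran 30 min at room temperature, with 10 ug/mL donor/acceptor beads.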
# USP1-UAF1 inh – blocks the human USP1/UAF1 deubiquitinase complex. Potency, µM (series often up to 57.1 µM), without a hit: at the top dose activity change, negative = inhibition, actives largely listed as inhibitors. actives 0.23% (n = 390,000). recombinant USP1/UAF1, Ub-Rhodamine cleavage fluorescence; note: potency is the fitted concentration of half-maximal effect; % is set by controls: 0 for no effect and ±100 for the full control effect; nearly all actives have a fitted effect of over 60% in size; inactives centre near -12
#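 USP1/UAF1 complex at 1 nM was preincubated with compound for 15 min at room temperature, then Ub-Rho substrate (150nM final) was added. Fluorescence (480/540 nm) was read kinetically, 6 reads every 60 seconds.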
# GLS inh – glutaminase GLS (human) inhibition. Potency, µM (top dose mostly 45.5 µM), without a hit: top-dose activity change, negative = inhibition, usual class: inhibitors. GLS enzymatic activity, qHTS titration. actives 0.21% (n = 410,000); note: potency is the fitted concentration of half-maximal effect; % is set by controls: 0 for no effect and ±100 for the full control effect
#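 Two-point fluorescence kinetic (t0, 30 min RT) for hKGA; glutamate detected via glutamate oxidase–HRP–Amplex Red. Substrate: 1 mM L-glutamine solution; buffer 45 mM KH2PO4, pH 8.2.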
# TrxR1 substrate – is turned over as a substrate by rat TrxR1; O89049; Potency, µM (top dose mostly 114 µM), without a hit: top-dose activity change, negative = substrate turnover; purified TrxR1 substrate turnover, NADPH consumption readout; AID 588456; actives 0.01% (n = 390,000); note: potency is the fitted concentration of half-maximal effect; % is set by controls: 0 for no effect and ±100 for the full control effect; nearly all actives have a fitted effect of over 50% in size
#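 Rat TrxR1, dispensed at 90 nM, was prereduced with 400 uM NADPH (final) for 5 min at ~22 deg C, then incubated with compound 15 min before 400 uM selenite. A first-read NADPH fluorescence drop versus no-compound background flagged substrates.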
# IDH1 R132H inh – blocks human mutant IDH1 R132H enzyme; O75874; IDH1-R132H enzyme, NADPH consumption, diaphorase/resazurin fluorescence; Potency, µM (series often up to 76.6 µM), for inactives: top-dose activity change, negative = inhibition, usual class: inhibitors; actives 0.093% (n = 390,000); AID 602179; note: potency is the fitted concentration of half-maximal effect; % is set by controls: 0 for no effect and ±100 for the full control effect; nearly all actives have a fitted effect of over 65% in size
# Target sequence (O75874 whole entry R132H, stated change not applied): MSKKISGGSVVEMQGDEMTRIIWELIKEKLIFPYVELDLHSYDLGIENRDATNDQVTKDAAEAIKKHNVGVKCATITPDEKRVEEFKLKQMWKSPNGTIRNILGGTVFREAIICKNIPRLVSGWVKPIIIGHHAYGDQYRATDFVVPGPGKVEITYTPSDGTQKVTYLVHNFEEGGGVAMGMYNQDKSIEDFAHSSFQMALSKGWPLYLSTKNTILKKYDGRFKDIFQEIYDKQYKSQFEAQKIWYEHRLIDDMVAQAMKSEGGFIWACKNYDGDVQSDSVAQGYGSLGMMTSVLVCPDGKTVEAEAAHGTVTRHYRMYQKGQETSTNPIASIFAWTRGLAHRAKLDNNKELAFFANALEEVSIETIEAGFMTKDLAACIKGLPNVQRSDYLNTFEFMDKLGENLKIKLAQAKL
#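 IDH1-R132H (0.5 ug/mL dispensed) in pH 7.5 Tris buffer was preincubated 30 min with compound, then given a substrate mix of 0.016 mM NADPH and 2 mM alpha-KG for 80 min at room temperature; remaining NADPH was read by diaphorase/resazurin fluorescence.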
# Pin1 inh – inhibitors of human Pin1 | Q13526 | Pin1 FP peptide displacement, HiFluor488, 10 min | Potency, µM (titrated, usually from 115 µM), inactives show top-dose activity, negative = inhibition, actives largely listed as inhibitors | actives 0.009% (n = 390,000) | AID 504891; active = well fitted inhibition curve with a large enough effect in the polarisation, with a control signal flat, not every such curve was filed as active; inconclusive = small, poorly fitted or top-dose-only effect, or effect the other way, or a change in a side signal; inactive = no such curve, though single readings can be large or run the other way; the % refers to the polarisation; note: potency is the fitted concentration of half-maximal effect; % is set by controls: 0 for no effect and ±100 for the full control effect
# Target sequence (Q13526 whole entry, looked up): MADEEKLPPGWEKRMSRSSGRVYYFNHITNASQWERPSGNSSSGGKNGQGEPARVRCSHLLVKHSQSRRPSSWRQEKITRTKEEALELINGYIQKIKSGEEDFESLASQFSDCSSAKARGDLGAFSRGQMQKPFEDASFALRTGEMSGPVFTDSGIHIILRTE
# Tb PGK inh – inhibitors of T. brucei phosphoglycerate kinase; P07378; PGK/GAPDH coupled, Kinase-Glo luminescence, 60 min; Potency, µM (top dose mostly 57.5 µM), inactives show top-dose activity change, negative = inhibition, hits mostly inhibitors; actives 0.043% (n = 380,000); AID 602233; note: potency is the fitted concentration of half-maximal effect; % is set by controls: 0 for no effect and ±100 for the full control effect; nearly all actives have a fitted effect of over 60% in size
#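 Luminescent ATP detection (Kinase-Glo Plus) follows a 60-minute room-temperature incubation, with wells lacking PGK as controls. Buffer: 100 mM TEA (pH 7.6), 5 mM MgCl2, 0.01% Tween-20. Coupling enzyme GAPDH (100 nM final) supplies unstable 1,3-BPG in-well.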
# rTrxR1 inhibitor – blocks rat thioredoxin reductase 1 | O89049 | recombinant rTrxR1, NADPH fluorescence consumption, selenite substrate | Potency, µM (highest dose often 114 µM), inactives show at the highest dose activity change, negative = inhibition, hits mostly inhibitors | actives 1% (n = 390,000) | AID 588453; note: potency is the fitted concentration of half-maximal effect; % is set by controls: 0 for no effect and ±100 for the full control effect; nearly all actives have a fitted effect of over 65% in size
#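 Rat TrxR1 (90 nM in the dispensed reagent) was pre-reduced with 400 uM NADPH for 5 min at room temperature, then incubated with compound for 15 min. After 400 uM selenite was added, NADPH fluorescence (Ex 340/Em 450 nm) was followed for 8 min.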
# * hit, by the source's call; i = inactive; ? = inconclusive; nt = no result given; & = joins results of further samples; [ ] = another dose, or the depositor's remark. Unless noted, calls come from the whole dose curve; as a rule, active = well fitted curve in the direction sought with a large enough effect; inconclusive = small, poorly fitted or top-dose-only effect, or another doubt; inactive = no such curve, though single readings can be large; an effect the other way counts as inactive or inconclusive. This is a subset; count on the stated rates, not on these rows.
# Below each compound – rTrxR1 inhibitor	HP1b binding inh	TrxR1 substrate	GLS inh	Tb PGK inh	USP1-UAF1 inh	IDH1 R132H inh	PI4K2A inh	Pin1 inh
COc1ccccc1-c1nn(Cc2ccccc2)cc1C(=O)NCC(c1ccco1)N1CCCC1 (centres undefined)
→ -1.4%	37.9%	1.8%	1.7%	i	-23.7%	10.4%	-0.9	-3.6%
CCCc1nc2sc3c(c2c(=O)n1NC(=O)CCCl)CCCC3
→ -29.0%	42.4%[activator]	-4.8%	-2.9%	-1.3%	-22.3%	4.1%	2.7	-0.1%
Cc1cc(C)c(NC(=O)CS(=O)CC(=O)Nc2ccc(F)cc2F)c(C)c1 (centres undefined)
→ -20.5%	20.9%	-11.8%	2.3%	3.1%	1.1%	0.0%	-3.3	3.9%
CC(=O)Nc1cccc(NC(=O)CSc2ccc3nnc(CCNC(=O)c4ccccc4)n3n2)c1
→ -3.9%	23.1%	-1.7%	-10.2%	-12.3%	-12.9%	-5.3%	13.6	0.3%
Cc1cc(C(C)(C)C)ccc1OCCN(C)C
→ -8.9%[57.1 µM]	?	-1.5%[57.1 µM]	3.5%	5.9%	2.1%	-1.1%	6.2	-3.3%
CCOC(=O)NC(=O)/C(N=Nc1cccc(C(F)(F)F)c1)=C(\C)O
→ 13.6%	24.6%	1.2%	-3.1%	8.5%	-16.2%	-3.1%	8.9	-1.7%
O=C(N/N=C/c1ccccc1O)C1CCCC1
→ 9.5%	39.7%	3.7%	26.2%	-0.4%	-20.9%	0.0%	-2.1	0.2%
COc1ccc(C)cc1NC(=O)CCC(=O)Nc1ccc2nc(N3CCN(C)CC3)cc(C)c2c1
→ -11.0%[57.1 µM]	23.8%	30.0%[activator][57.1 µM]	21.0%	17.2%	-1.4%	-4.2%	0.5	4.2%
O=C1C=C(c2cccc(Br)c2)C[C@@H](c2ccc3c(c2)OCO3)C1
→ 14.0%	8.7%	3.4%	3.6%	-1.6%	-11.0%	1.0%	-1.5	4.5%
CCOc1ccc(OCC)c(NC(=O)c2nnn(Cc3cc(Br)ccc3OC)c2N)c1
→ 61.9%[activator]	26.4%	26.5%	0.7%	3.0%	-8.5%	-3.1%	-2.9	-4.7%
Cc1ccc(S(=O)(=O)N2CCCCC2)cc1NC(=O)COC(=O)c1ccc(O)cc1
→ -1.8%	25.9%	-0.3%	-0.5%	-0.2%	-8.7%	5.9%	0.5	-4.0%
CN(C(=S)NCCN1CCOCC1)C(c1ccccc1)c1ccccc1
→ 25.0%	?	1.7%	3.2%	-2.7%	-3.2%	-5.0%	-0.4	-12.1%
CC1CCCCN1CCCNC(=O)c1cc(Br)c(Br)[nH]1 (centres undefined)
→ 3.1%	27.3%	0.7%	10.1%	6.7%	-11.0%	-2.1%	0.5	1.7%
Cc1csc2nc(CCNS(=O)(=O)c3ccc4c(c3)OCCO4)cn12
→ -2.1%[57.1 µM]	13.5%	-2.3%[57.1 µM]	-2.0%	-1.4%	-5.3%	-1.5%	-2.0	-6.7%
Cc1c(-n2c(SCC(=O)NC(C)C(C)C)nc3ccccc3c2=O)c(=O)n(-c2ccccc2)n1C (centres undefined)
→ 9.2%	46.8%[activator]	0.8%	5.9%	-10.3%	-20.7%	3.2%	0.3	2.6%
O=C(CN1C(=O)NC(CCc2ccccc2)C1=O)Nc1ccc(F)c(F)c1F (centres undefined)
→ 15.0%	21.4%	-0.1%	-2.0%	-5.1%	-4.1%	2.9%	3.3	6.4%
O=C(CSCc1ccc(Cl)cc1)N/N=C/c1ccccc1
→ -16.9%	-0.8%	-10.1%	-25.0%	-0.3%	-3.6%	32.9%[activator]	0.1	?
O=C(NC1CCSC1=O)c1ccc(Oc2cccc(C(F)(F)F)c2)nc1 (centres undefined)
→ 31.7%[57.1 µM]	-12.1%	6.8%[57.1 µM]	-27.3%	-5.9%	-18.6%	5.9%	-3.8	-4.5%
Fc1ccc(Nc2nc(-c3cccnc3)cs2)cc1
→ 21.6%	-11.4%	5.1%	-2.3%	4.0%	-27.8%	3.1%	-1.1	6.7%
CSc1cccc(NC(=O)COC(=O)C2CCN(S(=O)(=O)c3ccccc3)CC2)c1
→ 30.6%	27.0%	2.0%	2.4%	-0.2%	-6.1%	-8.3%	3.3	18.8%
COc1c2ccoc2nc2c(OC)c(O)ccc12
→ -2.2%[57.1 µM]	22.6%	-4.4%[57.1 µM]	6.8%	-7.8%	-0.9%	2.9%	-6.9	12.5%
Cc1cc(=O)[nH]c(SCC(=O)N2CCCCC2)n1
→ 14.1%	20.4%	-3.4%	1.3%	-5.5%	0.6%	4.2%	3.6	-11.8%
NC(=S)c1ccc(OCCCc2ccccc2)cc1
→ nt	nt	nt	1.8%	-11.1%	-19.9%	-2.2%	-2.7	nt
CCOC(=O)Cn1c(Br)nc2c1c(=O)[nH]c(=O)n2C
→ 18.2%	3.9%	19.4%	-5.1%	-6.3%	?	9.9%	-1.1	-6.7%
O=c1[nH]c(C2CCN(S(=O)(=O)c3ccccc3F)CC2)nc2c1nnn2Cc1ccc2c(c1)OCCO2
→ 15.1%	10.9%[57 µM]	2.4%	20.7%	-0.1%	-20.9%	1.5%	-4.8	59.9%[activator]
O=C(c1ccc(NC(=S)Nc2ccc(F)cc2F)cc1)N1CCOCC1
→ -5.4%[57.1 µM]	20.0%	7.9%	8.8%	7.3%	-18.9%	-0.5%	0.1	3.3%
Cc1ccn(CC(=O)N2CCCC(N3CCN(c4cccc(Cl)c4)CC3)C2)n1 (centres undefined)
→ 21.4%	19.2%	5.8%	9.4%	-2.7%	-27.2%	13.8%	6.0	2.6%
O=C1C=CC(n2cc(F)c(=O)[nH]c2=O)O1 (centres undefined)
→ nt	nt	nt	4.0%	?	1.7%	-13.6%	-8.5	nt
COc1ccc(CCn2c(N)c(C(=O)NCc3ccco3)c3nc4ccccc4nc32)cc1OC
→ -25.4%	83.9%[activator]	45.7%[activator]	-4.1%	nt	?	7.6%	-7.0	68.6%[activator]
COCCNC(=S)NNc1ccc(Cl)c(C(=O)O)c1
→ -10.4%	-16.9%	-7.8%	-4.5%	1.5%	1.0%	-5.6%	-3.6	3.2%
Cc1nn(Cc2ccccc2)c(Cl)c1/C=C/C(=O)OCC(=O)N(C)C1CCS(=O)(=O)C1 (centres undefined)
→ 9.1%[57.1 µM]	22.3%	2.2%	7.5%	i	2.0%	-0.8%	0.7	20.4%
COc1ccc(Br)cc1C(=O)Nc1ccc(O)cc1
→ 6.9%	12.6%	8.6%	3.6%	-4.2%	?	6.1%	-1.9	-4.7%
CN(C)CC[n+]1ccc(C(=O)c2ccccc2)cc1
→ 4.4%[57.1 µM]	34.4%	-6.6%	0.8%	-4.5%	-12.8%	0.4%	4.6	0.6%
Cc1cc(N2CCN(C)CC2)nc2ccc(NC(=S)N3CCCCCC3)cc12
→ 11.7%	0.3%[57 µM]	5.7%	36.5%[activator]	-8.3%	-22.8%	-4.7%	-0.3	2.6%
Cn1c(=O)oc2cc(S(=O)(=O)Nc3ccc(C(=O)O)cc3)ccc21
→ 25.7%	17.9%	2.6%	-13.9%&-1.4%	-12.7%&-6.5%	?	3.2%&-1.1%	2.4&-4.4	1.3%
CC(=O)N/N=C(\C)c1ccc(Br)cc1Br
→ 11.4%	34.9%	6.5%	4.7%	-6.1%	-18.2%	1.8%	1.4	-0.1%
O=[N+]([O-])c1ccc(C=NN=Cc2ccc([N+](=O)[O-])cc2)cc1
→ 6.9%[2.29 µM]	15.0%[57 µM]	8.4%[57.1 µM]	7.6%	-9.7%	?	7.4%	0.2	-7.2%
O/N=C/CCn1c(=S)sc2ccccc21
→ ?	32.8%	-3.7%	5.8%	i	4.5%	9.6%	-0.7	0.4%
Cc1ccccc1NC(=O)NC(N)=O
→ -8.3%[57.1 µM]	30.8%	-3.9%[57.1 µM]	1.2%	-6.0%	2.6%	1.4%	-5.2	-0.9%
COc1ccc(C(=O)N2CCC(NC(=O)C(Cc3ccccc3OC)NC(C)=O)CC2)cc1 (centres undefined)
→ 20.7%[57.1 µM]	34.0%	9.8%[0.0914 µM]	-4.8%	1.5%	-3.0%	0.7%	-3.3	-5.7%
COC(=O)Cn1c(=O)c2c(n(Cc3ccccc3)c1=O)N/C(=C/c1ccc(OC)cc1)C2=O
→ -14.5%	61.4%[activator]	-12.0%	3.5%	i	-14.5%	-12.2%	2.8	?
Cc1ccc(N2CC(C(=O)N3CCN(Cc4ccc5c(c4)OCO5)CC3)CC2=O)cc1 (centres undefined)
→ 4.6%[57.1 µM]	22.4%	6.0%[57.1 µM]	-2.7%	-8.4%	-12.5%	3.4%	-3.9	2.8%
CCc1ccccc1NC(=O)C1NC(=O)CC1c1ccccc1 (centres undefined)
→ 13.1%[57.1 µM]	41.2%[activator]	3.7%[57.1 µM]	-1.2%	8.4%	-21.7%	-6.1%	-3.7	4.0%
Cc1coc2c1c(C)cc1oc(=O)c(CC(=O)NCCC(=O)O)c(C)c12
→ 23.3%	54.4%[activator]	142.5%[activator]	0.8%	-1.6%	-9.3%	-3.2%	5.9	1.9%
CCC(C)NS(=O)(=O)c1cccs1 (centres undefined)
→ -7.4%	36.2%	0.6%	1.3%	-7.3%	-7.5%	0.0%	2.6	1.4%
